Source: PubChem BioAssay
Smad3 FoxH1 inh: Smad3/FoxH1 peptide binding inhibitors, primary screen, biochemical, TR-FRET; 88,000 tested, 0.29% active; Mothers against decapentaplegic homolog 3 (Homo sapiens), P84022; inhibition, % at 25 µM; TR-FRET Smad3/Dy647-FoxH1 peptide binding, europium anti-His;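 active means compounds that reduce the energy-transfer binding signal between the protein and its labelled peptide by more than half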;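 further: 0% = Smad3 plus labelled peptide maximal FRET and 100% = peptide-only background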
Target sequence (P84022 whole entry, looked up): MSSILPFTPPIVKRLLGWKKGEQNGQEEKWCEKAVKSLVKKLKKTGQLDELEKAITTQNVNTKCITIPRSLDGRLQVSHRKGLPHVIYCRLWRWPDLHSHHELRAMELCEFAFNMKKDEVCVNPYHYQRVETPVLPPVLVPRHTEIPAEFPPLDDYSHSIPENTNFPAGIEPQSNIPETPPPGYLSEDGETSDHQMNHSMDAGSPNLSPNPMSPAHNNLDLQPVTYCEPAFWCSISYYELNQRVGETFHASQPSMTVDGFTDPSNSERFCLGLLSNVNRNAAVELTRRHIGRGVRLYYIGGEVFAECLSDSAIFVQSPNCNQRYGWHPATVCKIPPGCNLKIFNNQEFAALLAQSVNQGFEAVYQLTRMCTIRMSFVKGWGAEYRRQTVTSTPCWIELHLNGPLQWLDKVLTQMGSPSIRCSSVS
sEH act: soluble epoxide hydrolase activators, primary screen, biochemical, human sEH. Bifunctional epoxide hydrolase 2 (Homo sapiens), P34913. purified human sEH enzymatic activity, activator screen. activation, % at 2 µM. 91,000 tested, 0.04% active. AID 717, 2007; in the data active means activation above about 37%; further: values of inactives mirror those of a sister screen read the other way
Candida biofilm: clotrimazole potentiators killing Candida biofilms, primary screen, with clotrimazole, Alamar Blue; C. albicans biofilm + clotrimazole; inhibition, % at 6 µM; 85,000 tested, 0.14% active;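 active means inhibition above 20%; inactive means inhibition below 20%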;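 further: preformed 24 hr biofilms exposed to compound for 48 hr; 0% = biofilm without compound and 100% = blank killed by clotrimazole plus chlorhexidine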
sEH inh: soluble epoxide hydrolase inhibitors, primary screen, biochemical, human sEH | recombinant human sEH enzymatic activity assay | inhibition, % at 2 µM | 91,000 tested, 0.34% active; in the data active means inhibition above about 80%; further: values of inactives mirror those of a sister screen read the other way; many of its hits are not listed in these tables
CD11b adhes inh: inhibitors of CD11b/CD18 adhesion to fibrinogen, primary screen, K562 cells, luminescence | ATPlite luminescence; Mn2+ added to activate the integrin | inhibition, % at 10 µM | Integrin beta-2 (Homo sapiens) + Integrin alpha-M (Homo sapiens), P05107+P11215 | 93,000 tested, 0.54% active | AID 1497, 2009;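 active means primary inhibition of 50% or more at 10 µM, then 40% or more on retest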; further: some results filed as inactive read as strong as hits
ERa SRC1 pot: enhancers of ERα–SRC-1 coactivator binding, primary screen, biochemical, TR-FRET, ERα LBD, low estradiol | Estrogen receptor (Homo sapiens), P03372 | TR-FRET ERalpha-LBD/SRC-Cy5 coactivator binding, 2 h; 100 = basal binding, no effect | coactivator binding (% of control), % at 25.6 µM | 86,000 tested, 1.3% active | AID 639, 2007; in the data active means activity above about 200%;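 further: binding measured in presence of low estradiol as agonist stimulus; 0% = peptide alone without receptor and 100% = receptor with peptide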
MT1-MMP txn act: MT1-MMP promoter reporter activation – cell-based, luciferase luminescence, primary screen; HT1080 MT1-MMP promoter luciferase reporter, overnight; stronger effect = higher value; activation factor at 10 µM; 86,000 tested, 0.16% active;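 active means activation factor of at least 2 for MT1-MMP transcription at 10 µM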
ERb coact inh: inhibitors of ERβ-SRC1 coactivator interaction, primary screen, biochemical, TR-FRET, ERβ LBD, SRC-1 peptide; TR-FRET ER-beta LBD / SRC1-Cy5 peptide binding; receptor agonist-loaded with 1 µM estradiol; inhibition, % at 25.6 µM; 86,000 tested, 1.3% active; Estrogen receptor beta (Homo sapiens), Q92731; AID 633, 2007;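 active means compounds whose percent inhibition of the receptor-coactivator binding signal exceeds about 50% in the single-dose screen, limit read from the data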;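 further: 0% = receptor plus peptide wells without compound and 100% = peptide-only wells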
Target sequence (Q92731 whole entry, looked up, the tested form may be a part): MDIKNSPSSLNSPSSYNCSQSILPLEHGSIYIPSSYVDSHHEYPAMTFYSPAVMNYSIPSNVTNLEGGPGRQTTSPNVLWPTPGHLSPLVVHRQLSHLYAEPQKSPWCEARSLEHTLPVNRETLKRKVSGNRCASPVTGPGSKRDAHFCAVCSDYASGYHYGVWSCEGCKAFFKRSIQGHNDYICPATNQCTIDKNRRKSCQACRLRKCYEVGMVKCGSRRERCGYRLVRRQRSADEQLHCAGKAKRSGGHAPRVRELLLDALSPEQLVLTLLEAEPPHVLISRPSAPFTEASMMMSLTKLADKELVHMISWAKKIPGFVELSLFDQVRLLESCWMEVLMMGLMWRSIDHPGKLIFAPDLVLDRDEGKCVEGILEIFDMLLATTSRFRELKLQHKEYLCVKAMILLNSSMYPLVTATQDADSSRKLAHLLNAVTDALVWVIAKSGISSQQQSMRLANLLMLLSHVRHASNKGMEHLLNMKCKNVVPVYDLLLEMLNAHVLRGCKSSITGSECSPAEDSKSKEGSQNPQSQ
CD11b adhes enh: enhancers of CD11b/CD18 adhesion to fibrinogen, primary screen, K562 cells, luminescence; ATPlite luminescence; Integrin beta-2 (Homo sapiens) + Integrin alpha-M (Homo sapiens), P05107+P11215; AID 1499, 2009; 93,000 tested, 0.07% active; activation, % at 10 µM;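 active means 10 µM primary screen giving 50% or more activity, confirmed by 40% or more on retest at that dose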; further: strong numbers were not always called active; reference of the scale not given here
* hit, by the source's call; . = no result given; [ ] = remark or other dose. A portion of the library; count on the stated rates, not on these rows.

item	molecule	Smad3 FoxH1 inh	sEH act	Candida biofilm	sEH inh	CD11b adhes inh
1	Cc1c(NC(=O)C(C)Sc2nnc(-c3ccccc3)o2)c(=O)n(-c2ccccc2)n1C (stereo unspecified)	4	17	8	-18	-5
2	O=C(CCc1ccccc1)Nc1ccc2c(c1)OCCO2	-16	-22	3	22	1
3	COc1ccc(CNC(=O)C(c2ccc(C)o2)N(Cc2cccs2)C(=O)Cc2cccs2)cc1 (stereo unspecified)	1	-14	0	14	.
4	COCCCNC(=O)CCn1c(=O)c2ccccc2n(CC(=O)Nc2ccc(C)cc2C)c1=O	15	2	7	-1	-18
5	CCC(=O)c1ccc(OCC(O)CN2CCN(C(c3ccccc3)c3ccccc3)CC2)cc1 (stereo unspecified)	0	-2	14	0	.
6	Cn1c(=O)c2[nH]c(-c3cccnc3)nc2n(C)c1=O	2	-4	9	3	-5
7	N#Cc1nc(-c2ccco2)oc1N1CCc2ccccc2C1	-3	16	4	-16	18
8	CN(CC(=O)Nc1cccnc1)S(=O)(=O)c1cc(Cl)ccc1Cl	-4	1	7	2	-14
9	Cc1ccc(NC(=O)OCc2cn(-c3ccc(Cl)cc3)nn2)cc1	.	0	.	-3	3
10	CCOC(=O)c1cnc2c(C(=O)OC)cccc2c1NCc1ccco1	1	8	-3	-6	-21
11	O=C(COC(=O)C1=COCCO1)NCCCc1ccccc1	3	-4	7	4	-6
12	Clc1ccc(-c2nnc(CSc3nnc(-c4cccs4)o3)o2)cc1	-5	-2	6	5	6

item	ERa SRC1 pot	MT1-MMP txn act	ERb coact inh	CD11b adhes enh
1	110[fluorescence artefact?]	1	-3	-4
2	99	1.2	-11	-4
3	109	1.2	-1	.
4	111	1.2	-28	2
5	79[fluorescence artefact?]	1.1	15[fluorescence artefact?]	.
6	107	1.1	3	2
7	109	1.2	14[fluorescence artefact?]	-1
8	105[fluorescence artefact?]	0.9	-12	-1
9	.	.	.	5
10	111	1.1	4[fluorescence artefact?]	3
11	94	1.2	-3	3
12	99	1.1	-5	-6

Overlap with the part before: 4 entries; new compounds follow.
item	molecule	Smad3 FoxH1 inh	sEH act	Candida biofilm	sEH inh	CD11b adhes inh
9	Cc1ccc(NC(=O)OCc2cn(-c3ccc(Cl)cc3)nn2)cc1	.	0	.	-3	3
10	CCOC(=O)c1cnc2c(C(=O)OC)cccc2c1NCc1ccco1	1	8	-3	-6	-21
11	O=C(COC(=O)C1=COCCO1)NCCCc1ccccc1	3	-4	7	4	-6
12	Clc1ccc(-c2nnc(CSc3nnc(-c4cccs4)o3)o2)cc1	-5	-2	6	5	6
13	c1ccc(SCCOCCn2cncn2)cc1	-4	10	10	-6	-22
14	CCOC(=O)CSc1nnc(CNc2cccc(Cl)c2)n1C	0	3	6	0	.
15	COc1ccc(C2SCC(=O)N2c2c(C)n(C)n(-c3ccccc3)c2=O)cc1OC (stereo unspecified)	-21	12	6	-12	-8
16	Cc1csc(NC(=O)C(CC(C)C)NS(=O)(=O)c2ccc3c(c2)oc(=O)n3C)n1 (stereo unspecified)	-11	.	9	.	1
17	C=CC1=C(C(=O)O)N2C(=O)C(NC(=O)Cc3ccccc3)C2SC1 (stereo unspecified)	-2	-2	7	3	10
18	Cc1cc(=O)oc2ccc(OCC(=O)N3CCC(C)CC3)cc12	5	1	3	0	-2
19	Nc1nc(-c2ccc(Br)cc2)cs1	6	2	4	-2	-8
20	COc1ccc(C(C)C)cc1S(=O)(=O)NCc1ccccn1	19	4	2	-4	-3
21	COC(=O)NCC(c1cccnc1)N1CCN(c2ccccc2F)CC1 (stereo unspecified)	6	.	2	.	.
22	Cc1cc(C)c(NC(=O)C2CCCN2CCC(C)C)c(C)c1 (stereo unspecified)	-13	-8	-4	9	.
23	NC(=O)CSc1nnc(Cn2c(=O)sc3ccccc32)n1-c1cccc(Cl)c1	18[fluorescence artefact?]	8	-4	-7	-17
24	CC(NS(=O)(=O)c1ccccc1)C(=O)NCc1ccco1 (stereo unspecified)	-10	8	5	-6	-14

item	ERa SRC1 pot	MT1-MMP txn act	ERb coact inh	CD11b adhes enh
9	.	.	.	5
10	111	1.1	4[fluorescence artefact?]	3
11	94	1.2	-3	3
12	99	1.1	-5	-6
13	139	1	-14	3
14	117	1.3	-4	.
15	105	1.1	-13	1
16	72[fluorescence artefact?]	1.2	3[fluorescence artefact?]	-3
17	111	1.3	-2[fluorescence artefact?]	-3
18	109	1.2	-12	6
19	88	1.8	0[fluorescence artefact?]	0
20	118	1.2	-7	-2
21	116[fluorescence artefact?]	1	-1	.
22	102	1.4	5	.
23	94	1	1[fluorescence artefact?]	-2
24	71[fluorescence artefact?]	1.2	26	-4

One compound at a time (already shown). Order of screens: Smad3 FoxH1 inh | sEH act | Candida biofilm | sEH inh | CD11b adhes inh | ERa SRC1 pot | MT1-MMP txn act | ERb coact inh | CD11b adhes enh
COC(=O)NCC(c1cccnc1)N1CCN(c2ccccc2F)CC1 (stereo unspecified) is listed with 6 | . | 2 | . | . | 116[fluorescence artefact?] | 1 | -1 | .
CC(NS(=O)(=O)c1ccccc1)C(=O)NCc1ccco1 (stereo unspecified) is listed with -10 | 8 | 5 | -6 | -14 | 71[fluorescence artefact?] | 1.2 | 26 | -4

Continuation:
item	molecule	Smad3 FoxH1 inh	sEH act	Candida biofilm	sEH inh	CD11b adhes inh
25	O=C(NCc1ccccc1C(F)(F)F)C12CN(Cc3ccccc3)CC1C(c1ccc([N+](=O)[O-])cc1)=NO2 (stereo unspecified)	.	-8	.	6	-3
26	Cc1nn(C)cc1/C=N/n1nnnc1N	4	0	10	0	-5
27	Cc1ccc(-n2ncc3c(Nc4c(C)n(C)n(-c5ccccc5)c4=O)ncnc32)c(C)c1	-2	12	3	-12	-22
28	O=C(Nc1ccc(Cl)cc1C(=O)NCC1CCCO1)c1ccco1 (stereo unspecified)	5	-3	6	8	1
29	O=C(Nc1ccc(F)cc1)N1CCN(c2nc3ccccc3s2)CC1	5	-21	2	20	5
30	Cc1cccc(-n2ncc3c(N4CCN(c5nc(C)cc(C)n5)CC4)ncnc32)c1	10[fluorescence artefact?]	.	-1	.	.
31	COCCN(C(=O)Cn1nnc2ccccc21)C(C(=O)NC1CCCC1)c1ccc(OC)cc1OC (stereo unspecified)	-9	5	-1	-3	.
32	CC(=O)Nc1cc2ccc(OC(C)=O)cc2oc1=O	7	21	1	-16	-7
33	CCCCCOC(=O)C1[C@H]2C(=O)N(c3ccccc3CC)C[C@]23C=C[C@H]1O3 (stereo partly specified)	-11	-3	8	5	2
34	Cc1ccc(S(=O)(=O)N2CCCC2C(=O)OCC(=O)Nc2ccc3c(c2)OCO3)cc1 (stereo unspecified)	-2	-13	2	11	5
35	O=C(NCc1ccccc1)c1ccc2c(c1)C(=O)N(Cc1ccncc1)C2=O	-4	-22	7	20	0
36	Cc1cc(C)c2c(n1)nn1c(-n3ccnc3)cc(C)nc21	-9	.	0	.	-16

item	ERa SRC1 pot	MT1-MMP txn act	ERb coact inh	CD11b adhes enh
25	.	.	.	-4
26	107	1	-18	3
27	88	0.9	4	2
28	118	1.1	-19[fluorescence artefact?]	0
29	93	1.1	-12	-1
30	83	1.1	2	.
31	106	1.1	-15	.
32	116[fluorescence artefact?]	1.1	1	-1
33	157[fluorescence artefact?]	1	8[fluorescence artefact?]	0
34	101	1.4	10	1
35	106	1.2	-17[fluorescence artefact?]	4
36	96	1.1	2	-2

New compounds follow:
item	molecule	Smad3 FoxH1 inh	sEH act	Candida biofilm	sEH inh	CD11b adhes inh
37	O=C(/C=C/Nc1ccc(F)cc1)c1ccc(Oc2ncccn2)cc1	.	-10	.	11	4
38	CCOC(=O)CCNC(=O)Nc1ccc2nc(C)n(Cc3ccc(Cl)cc3)c(=O)c2c1	-2	-11	4	11	18
39	CCN(CC)S(=O)(=O)c1cccc(-c2nnc(SCc3ncc(-c4ccccc4)o3)n2C)c1	11	-2	8	1	9
40	Cc1ccc2cc3cc(C(=O)NCCCN4CCCCCC4)oc3nc2c1	0	-6	6	4	-22
41	c1ccc(C2(Cn3ccc4ccccc43)OCCO2)cc1	2	32	8	-34	-7
42	CCC(c1nnnn1C(C)(C)CC)N(CCCO)Cc1cc2cccc(C)c2[nH]c1=O (stereo unspecified)	3	.	8	.	-7
43	CCCCN(C)C(=O)c1sc2ncn(CC)c(=O)c2c1C	.	-2	.	5	-3
44	O=C(c1ccccc1)n1c(=S)nc2ccccn21	9	.	9	.	7
45	CCOC(=O)CNC1CC(=O)N(c2cccc(Cl)c2)C1=O (stereo unspecified)	.	-4	.	2	-30
46	CCS(=O)(=O)CCSc1nc(C)cc(C)c1C#N	-11	8	3	-4	-6
47	O=S(=O)(c1ccccc1)c1nc(-c2ccco2)oc1N1CCCCCC1	3	1	-1	1	-9
48	Cc1cc(C)n(-c2nc(-c3ccc(Cl)cc3)cs2)n1	3	11	0	-10	2
49	COc1cccc(/C(O)=C2\C(=O)C(=O)N(c3ccccn3)C2c2ccccc2OC)c1 (stereo unspecified)	11	3	6	0	-18
50	Cn1cnc(S(=O)(=O)Nc2ccc(C(F)(F)F)cc2)c1	3	3	8	-3	-25

item	ERa SRC1 pot	MT1-MMP txn act	ERb coact inh	CD11b adhes enh
37	.	.	.	14
38	129	1.2	3	-3
39	127	1.2	3[fluorescence artefact?]	-1
40	105[fluorescence artefact?]	1.2	26	-4
41	137	1.1	-6[fluorescence artefact?]	-3
42	114	1.2	0	4
43	.	1.1	.	0
44	119	1.6	-6	-1
45	.	.	.	-6
46	104	1.1	27	7
47	95	1.1	-9	9
48	101[fluorescence artefact?]	1.4	-1	-1
49	101	1.1	-29	-2
50	94	1	-26[fluorescence artefact?]	2
